# HT1080NT lethal = kills 2HG-producing HT-1080-NT fibrosarcoma cells; HT-1080-NT fibrosarcoma viability, CellTiter-Glo ATP luminescence, 48 h; Potency, µM (highest dose often 46.1 µM), for the others: at the top dose activity, negative = less viability, usual class: cytotoxic; 1.6% of 360,000 active; AID 686970;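 also: NT is the 2HG producing partner of a matched IDH1 knockdown line; potency is read from the fitted curve at half-maximal effect; 0% = DMSO-treated cells and -100% = media-only wells without cells; nearly all actives have a fitted effect of over 55% in size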
#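 Luminescent CellTiter-Glo readout after 48 hours of compound exposure at 37 degrees C defined viability of HT-1080-NT cells. Activity was normalized to DMSO wells and cell-free media wells; concentration-response curves were fitted and assigned curve classes.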
# KB-V1 cytotox = KB-V1 MDR subline cytotoxicity; KB-V1 MDR cells viability, CellTiter-Glo, 72 h; Potency, µM (titrated, usually from 46.1 µM), without a hit: at the top dose activity change, negative = cytotoxicity, usual class: cytotoxic; 3.4% of 400,000 active; AID 1347076; also: potency is read from the fitted curve at half-maximal effect; % is scaled to controls: 0 for no effect and ±100 for the full control effect; nearly all actives have a fitted effect of over 60% in size
#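 KB-V1, DMEM (no phenol red) + 10% FBS; cpd pin-transferred, titration series; 72 h, 37 degrees C; CellTiter-Glo, luminescence. Data normalized, curve-fit.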
# HT1080 IDH1KD tx = HT-1080 IDH1 knockdown cell toxicity (counter line); HT-1080 IDH1 knockdown viability, ATP luminescence, 48 h; Potency, µM (top dose mostly 46.1 µM), for the others: at the highest dose activity, negative = toxicity, most hits filed as cytotoxic; 2% of 360,000 active; AID 686971;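 also: potency is read from the fitted curve at half-maximal effect; 0% = DMSO wells and -100% = cell-free medium wells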
#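 Using the IDH1-knockdown HT-1080 line run in the same batch and compound series as the NT line, viability after 48 h at 37 °C was determined by CellTiter-Glo luminescence and expressed as % activity.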
# HEK293 tox = cytotoxicity in counter-screen for GLP-1R inverse agonists | AID 624418 | Potency, µM (series often up to 38.3 µM), inactives show top-dose activity change, negative = inhibition, hits mostly inhibitors | HEK293 cAMP-luciferase reporter cells, luminescence, 24 h | 0.13% of 410,000 active;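 also: loss of luciferase light is scored as toxicity; potency is read from the fitted curve at half-maximal effect; % is scaled to controls: 0 for no effect and ±100 for the full control effect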
#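 Here, cytotoxicity is scored as loss of luminescence. The MLSMR collection was tested on cells seeded in medium containing 10% Nu serum, with a 24 hr compound exposure preceded by 12 hours of culture.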
# IL1B secr inh = blocks inflammasome-driven IL-1 beta release; THP-1 LPS/ATP IL-1B secretion, AlphaLISA, 16 h; stronger effect = lower value; activity change, % at 57.5 µM; 4.7% of 360,000 active; AID 743279; in the data active = activity change below about -50%; inconclusive = mostly about -30% to -49%; also: % is scaled to controls: 0 for no effect and ±100 for the full control effect
#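 Secreted IL-1B measured by AlphaLISA bead assay after 16 h compound exposure of THP-1 cells; compounds (final up to 57.5 uM) added 1 h before LPS (250 ng/mL) and ATP (1.25 mM) stimulation; lower signal means less secretion.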
# D3 ag = agonists of human D3 dopamine receptor; P35462; D3R DiscoveRx beta-arrestin cells, luminescence, 90 min; max activation, %; 0.58% of 410,000 active; AID 652048; in the data active = max activation above about 30%; also: 0% is about no effect; mostly tested at two doses, the higher about 12 µM
# Target sequence (P35462 whole entry, looked up): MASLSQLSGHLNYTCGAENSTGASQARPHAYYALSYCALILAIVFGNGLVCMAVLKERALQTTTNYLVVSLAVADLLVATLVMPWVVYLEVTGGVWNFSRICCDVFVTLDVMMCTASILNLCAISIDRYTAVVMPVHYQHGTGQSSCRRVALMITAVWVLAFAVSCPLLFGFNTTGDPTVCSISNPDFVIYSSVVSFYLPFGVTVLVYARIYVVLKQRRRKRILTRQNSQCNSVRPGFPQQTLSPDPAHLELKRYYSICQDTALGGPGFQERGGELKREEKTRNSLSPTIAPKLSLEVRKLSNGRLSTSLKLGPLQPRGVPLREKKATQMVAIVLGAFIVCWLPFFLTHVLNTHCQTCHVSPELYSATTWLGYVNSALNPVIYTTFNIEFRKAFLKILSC
#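 Agonist mode: compounds and dopamine controls were applied to plated cells for 90 min at 37 degrees C after an overnight attachment at 1500 cells/well. Luminescent read-out followed 30 - 60 minutes at room temperature with DiscoveRx detection reagent.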
# SW480 rereplic = DNA re-replication induction in SW480 cells | SW480 DNA re-replication, Hoechst DNA content imaging, 48 h | Potency, µM (series often up to 46.1 µM), inactives show at the top dose re-replication activation, actives largely listed as activators | 1.8% of 340,000 active | AID 624297; also: potency is read from the fitted curve at half-maximal effect; % of control where 0% means no effect; nearly all actives have a fitted effect of over 55% in size
#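 SW480 cells exposed to compounds for 48 hr at 37 C, 5% CO2, then Hoechst-stained 40 min. Nuclear DNA content imaged by fluorescence scanning (405 nm excitation, 500-530 nm emission); re-replication scored as increased high-intensity nuclei.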
# KB-3-1 cytotox = KB-3-1 parental cell cytotoxicity. KB-3-1 viability, CellTiter-Glo ATP luminescence, 72 h. Potency, µM (titrated, usually from 46.1 µM), inactives show at the top dose activity change, negative = cytotoxic, usual class: cytotoxic. 1.4% of 400,000 active; also: potency is read from the fitted curve at half-maximal effect; % is scaled to controls: 0 for no effect and ±100 for the full control effect; nearly all actives have a fitted effect of over 60% in size
#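 Parental KB-3-1 viability, qHTS format: 72 h compound exposure, 37 °C; CellTiter-Glo; media-only wells and DMSO plates as controls; concentration-effect fits on corrected data.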
# MCF10A rereplic = induces DNA re-replication in MCF 10a normal breast cells; AID 624296; 2.9% of 350,000 active; MCF 10A DNA re-replication, Hoechst nuclear intensity, 48 h; Potency, µM (highest dose often 46.1 µM), for inactives: top-dose activity, positive = re-replication, hits mostly activators; also: potency is read from the fitted curve at half-maximal effect; % of control where 0% means no effect; nearly all actives have a fitted effect of over 50% in size
# * marks the source's active call; other numbers are inactive results; u = inconclusive; x = not tested or not shown; & = joins results of further samples; [ ] = remark or other dose. Unless noted, calls follow the shape of the dose curve; as a rule, active = well fitted curve in the direction sought with a large enough effect; inconclusive = small, poorly fitted or top-dose-only effect, or another doubt; inactive = no such curve, though single readings can be large; an effect the other way counts as inactive or inconclusive.
compound	HT1080NT lethal	KB-V1 cytotox	HT1080 IDH1KD tx	HEK293 tox	IL1B secr inh	D3 ag	SW480 rereplic	KB-3-1 cytotox	MCF10A rereplic
COc1ccc(-n2c(CCc3ccccc3)n[nH]c2=S)cc1	3%	-28%	-1%	u	24	-6	6%	-1%	-1%
COc1ccc(Cn2nnnc2C(c2cccs2)N2CCN(c3ccccc3)CC2)cc1 (stereo not drawn)	5%	u	5%	3%	0	8	-4%	0%	-3%
CS(=O)(=O)N1CCc2cc(C(=O)NC3CC3)ccc21	6%	24%	15%	-12%	-3	9	-10%	8%	-15%
CC(=O)Nc1ccc(NC(=O)CSc2ccc(-c3cccnc3)nn2)cc1	3%	5%	14%	21%	-9	-3	-2%	0%	3%
CCOc1ccc(S(=O)(=O)N2CCN(Cc3ccccc3)CC2)cc1	0%	u	7%	0%	5	-6	16%	-7%	8%
CCOC(=O)/C=C/C(=O)Nc1ccc(-c2nnc3n2CCCCC3)cc1	-1%	0%	-1%	-18%	u	-2	26%	-18%	u
CC1CC(C)CN(S(=O)(=O)c2ccc(C(=O)NNC(=O)c3ccccc3F)cc2)C1 (stereo not drawn)	-3%	-9%	7%	8%	9	-5	-1%	6%	3%
CC(C)CCNC(=O)CN1N=C(c2ccc(Cl)cc2)CCC1=O	-13%	15%&-26%	3%	-1%&2%	-11	-17&-21	-2%	7%&-1%	-1%
N#C/C(=C\c1ccc(OC(F)F)cc1)C(=O)N1CCCCC1	-11%	-5%	-13%	-9%	u	-16	-1%	-7%	13µM*
O=C1OC(c2ccccc2)(c2ccc3cc(O)ccc3c2)c2ccccc21 (stereo not drawn)	13µM*	u	26µM*	u	u	2	u	u	u
Cc1ccc(S(=O)(=O)CC(=O)Nc2sc3c(c2C#N)CCCCC3)cc1	x	3%	x	9%	x	-11	x	0%	x
CC(=O)N1CCN(c2ccnc3cc(Cl)ccc23)CC1	6%	1%	-5%	3%	-19	18	-4%	7%	0%
CCOC(=O)c1c(C)n(C)c2ccc(OC)c(NC(=O)CN3CCSCC3)c12	-4%	u	0%	-8%	20	0	-4%	-4%	13%
O=C(Nc1cccc(F)c1)OC(CN1CCCCC1)C(F)(F)F (stereo not drawn)	-1%	-5%	-4%	-19%	-12	5	0%	-1%	0%
COc1cc(NS(=O)(=O)c2ccc(NC(=S)NC(=O)C(C)(C)C)cc2)nc(OC)n1	6%	5%	-15%	1%	-13	-17	-4%	-9%	-20%
Cc1ccc(N2CC(C(=O)OCc3nnc(-c4ccccc4)o3)CC2=O)cc1 (stereo not drawn)	6%	0%	4%	-5%	-3	1	-3%	-10%	4%
CC1(C(=O)NS(=O)(=O)c2ccc(F)cc2F)CCN1C(=O)CC1CC1 (stereo not drawn)	19%	-12%	8%	4%	25	-3	x	1%	x
CCOC(=O)/C=C/C(=O)N1CCN(C(=O)/C=C/C(=O)OCC)CC1	-9%	8%	-24%	-22%	-100*	-2	u	11%	15µM*
C[C@H]1CN([C@@H](C)CO)C(=O)c2cc(-c3ccccc3F)cnc2O[C@H]1CN(C)C(=O)C1CCOCC1	1%	2%	-1%	-13%	14	-5	x	0%	x
CCCc1cc(=O)oc2cc(OC(C)C(=O)NCC3CCC(C(=O)O)CC3)c(Cl)cc12 (stereo not drawn)	3%	-18%	u	1%	14	-13	1%	u	9%

# Some of the entries so far, as labelled records.
CC(=O)N1CCN(c2ccnc3cc(Cl)ccc23)CC1
  HT1080NT lethal = 6%
  KB-V1 cytotox = 1%
  HT1080 IDH1KD tx = -5%
  HEK293 tox = 3%
  IL1B secr inh = -19
  D3 ag = 18
  SW480 rereplic = -4%
  KB-3-1 cytotox = 7%
  MCF10A rereplic = 0%
CCOC(=O)c1c(C)n(C)c2ccc(OC)c(NC(=O)CN3CCSCC3)c12
  HT1080NT lethal = -4%
  KB-V1 cytotox = u
  HT1080 IDH1KD tx = 0%
  HEK293 tox = -8%
  IL1B secr inh = 20
  D3 ag = 0
  SW480 rereplic = -4%
  KB-3-1 cytotox = -4%
  MCF10A rereplic = 13%
O=C(Nc1cccc(F)c1)OC(CN1CCCCC1)C(F)(F)F (stereo not drawn)
  HT1080NT lethal = -1%
  KB-V1 cytotox = -5%
  HT1080 IDH1KD tx = -4%
  HEK293 tox = -19%
  IL1B secr inh = -12
  D3 ag = 5
  SW480 rereplic = 0%
  KB-3-1 cytotox = -1%
  MCF10A rereplic = 0%

# (list continues)
compound	HT1080NT lethal	KB-V1 cytotox	HT1080 IDH1KD tx	HEK293 tox	IL1B secr inh	D3 ag	SW480 rereplic	KB-3-1 cytotox	MCF10A rereplic
COc1ccccc1NC(=O)c1ccc(COc2ccc3c(c2)CCC3)cc1	-3%	u	-2%	22%	-7	-1	-3%	-1%	15%
CCN(C(=O)CCNC(=O)Cn1cnc2ccccc2c1=O)c1ccccc1F	-1%	u	9%	16%	23	4	-13%	6%	1%
COc1ccccc1N1CCN(C(=O)CCCn2nc(C)c([N+](=O)[O-])c2C)CC1	2%	u	-7%	-6%	46	-5	-3%	0%	5%
COC(=O)C1CN(C(=O)C(C)Oc2cc(C)ccc2C(C)C)c2ccccc2O1 (stereo not drawn)	1%	22%	5%	12%	6	13	-4%	6%	-3%
CC1CCCC(C)N1C(=O)COC(=O)c1cccnc1Cl (stereo not drawn)	2%	15%	3%	-31%	34	-3	-4%	1%	-1%
COc1ccc(CCNC(=O)CCC(=O)NC2CCCCC2)cc1OC	2%	18%	-4%	-5%	-2	-2	-8%	17%	0%
Cc1ccc(CN2CC(C(=O)N3CCN(c4ccccc4Cl)CC3)CC2=O)cc1 (stereo not drawn)	5%	-17%	6%	-4%	-58*	5	-12%	-5%	10%
O=C(CN1C(=O)S/C(=C\c2ccc(Cl)cc2)C1=O)NCCCn1ccnc1	-18%	u	-2%	-16%	-25	4	-21%	1%	u
CN(C)c1ccc(/C=N/NC(=O)c2ccc3c(c2)OCO3)cc1	-21%	-4%	-3%	-25%	-28	-1	12%	-3%	0%
CN1CCc2nc(NC(=O)COc3ccc4ccccc4c3)sc2C1	-13%	u	-19%	-19%	-7	-10	u	u	13µM*
NS(=O)(=O)c1cccc(NC(=O)COc2ncnc3c2cnn3-c2ccccc2)c1	-18%	u	-18%	12%[7.66 µM]	26	3	3%	10%	1%
CCCCCCN=C1CC(C)(C)CC(=O)/C1=C(/O)CCC	1%	-33%	-1%	-1%	u	1	-5%	-3%	1%
CC(c1ccccc1)n1c(Cn2ncc3ccccc3c2=O)n[nH]c1=S (stereo not drawn)	5%	-7%	-2%	4%	16	-2	-4%	-5%	4%
Cc1c(Cl)ccc2c1NC(=O)[C@]21[C@@H]2C(=O)N(Cc3ccccc3)C(=O)[C@@H]2[C@@H]2CCCN21	u	-22%	u	14%	-21	-4	21%	u	u
Cc1ccc(OCC(=O)OCC(=O)N2c3ccccc3CC2C)cc1C (stereo not drawn)	10%	-2%	0%	2%	-8	-5	-7%	5%	2%
Nc1ccn(CCCN2CCN(Cc3cccc4ccccc34)CC2)c(=O)n1	3%	17%	3%	-8%	16	5	x	4%	x
O=C1CN(C(=O)COC(=O)Cc2ccsc2)c2ccccc2N1	1%	21%	2%	0%	8	-4	-1%	-1%	5%
CC(C)=NNc1nc2c(c(=O)n(C)c(=O)n2C)n1C	0%	-20%	-10%	-15%	-16	-8	-13%	-5%	-3%
CCC(C)NC(=O)c1cc(-c2ccc3c(c2)OCO3)on1 (stereo not drawn)	-10%	-1%	-4%	-1%	-2	10	2%	4%	6%
CCOC(=O)c1ccc(N2Cc3ccccc3C2=NC(=O)c2cccc([N+](=O)[O-])c2)cc1	0%	1%	-17%	-4%	u	-7	-8%	8%	-2%
Cc1cccc(NC(=O)CN2C(=S)NC(C)(C)CC2C)c1C (stereo not drawn)	21%	21%	15%	2%	-10	3	2%	9%	0%
CC1=C(C(=O)Nc2ccccc2C(F)(F)F)C(c2sccc2C)NC(=S)N1 (stereo not drawn)	-19%	-15%	-25%	-2%	-7	-5	u	-3%	u
CC(C(=O)OCC(=O)N(C)C1(C#N)CCCCC1)N1C(=O)c2ccccc2C1=O (stereo not drawn)	7%	0%	11%	8%	-5	2	7%	6%	-5%
CCC1CO/C(=C(\C(Cl)=C(Cl)Cl)[N+](=O)[O-])N1 (stereo not drawn)	-2%	5%	0%	-1%	-61*	-3	-1%	-1%	3%
Nc1nc(-c2ccccc2)nc2nonc12	3%	-3%	15%	-8%	-3	-6	x	u	x
OC[C@@H]1CN(Cc2ccccc2)C[C@H](n2cnc3c(NC4CCCC4)ncnc32)O1	6%	-27%	20%	8%	5	4	x	12%	x
Cc1ccc(NC2=C(CC(=O)O)C(c3ccccc3)N(c3ccc(C)cc3)C2=O)cc1 (stereo not drawn)	-10%	-24%	-5%	2%	26	-4	6%	-2%	2%
COc1cc(OC)cc(C(=O)NN2CCOCC2)c1	-2%	-12%	15%	-28%	-6	5	15%	-15%	1%
COc1ccccc1N1CCN(C2CCCN(C(=O)c3ccnc4ccc(C)cc34)C2)CC1 (stereo not drawn)	-1%	-27%	-3%	-22%	22	-5	4%	-4%	11%
O=C(N/C(=C/c1cccnc1)C(=O)N1CCOCC1)c1ccccc1F	2%	-1%	-1%	-3%	27	8	-4%	2%	0%
CN(CC(=O)Nc1ccc(F)c(F)c1)S(=O)(=O)c1cccc2cccnc12	-6%	-14%	3%	0%	0	-12	-13%	-5%	11%
OC(CNCc1ccccc1)COCc1ccc(Cl)cc1 (stereo not drawn)	-27%	-6%	-16%	0%	-14	2	29%	9%	-41%[inhibitor]
COc1ccc(C(O)c2ncc(-c3ccccc3OC)[nH]2)cc1 (stereo not drawn)	-2%	-11%	0%	-7%	-8	11	x	0%	x
COC(=O)c1cc(OC)c(OC)cc1NC(=S)N1CCN(c2ccccn2)CC1	-18%	u	-14%	-25%	40	3	-3%	-3%	5%
O=C(O)CN(c1cccc(C(F)(F)F)c1)S(=O)(=O)c1ccccc1	16%	6%	14%	7%	0	3	-4%	15%	-4%

# High-throughput results as filed in PubChem.
